Screening data from PubChem.
KAT2A inh – blocks human GCN5L2 histone acetyltransferase; Q92830; GCN5L2 HAT assay, ThioGlo1 CoA-SH fluorescence; Potency, µM (titrated, usually from 58.9 µM), inactives show top-dose activity change, negative = inhibition, actives largely listed as inhibitors; hit rate 0.21% among 390,000
Target sequence (Q92830 whole entry, looked up): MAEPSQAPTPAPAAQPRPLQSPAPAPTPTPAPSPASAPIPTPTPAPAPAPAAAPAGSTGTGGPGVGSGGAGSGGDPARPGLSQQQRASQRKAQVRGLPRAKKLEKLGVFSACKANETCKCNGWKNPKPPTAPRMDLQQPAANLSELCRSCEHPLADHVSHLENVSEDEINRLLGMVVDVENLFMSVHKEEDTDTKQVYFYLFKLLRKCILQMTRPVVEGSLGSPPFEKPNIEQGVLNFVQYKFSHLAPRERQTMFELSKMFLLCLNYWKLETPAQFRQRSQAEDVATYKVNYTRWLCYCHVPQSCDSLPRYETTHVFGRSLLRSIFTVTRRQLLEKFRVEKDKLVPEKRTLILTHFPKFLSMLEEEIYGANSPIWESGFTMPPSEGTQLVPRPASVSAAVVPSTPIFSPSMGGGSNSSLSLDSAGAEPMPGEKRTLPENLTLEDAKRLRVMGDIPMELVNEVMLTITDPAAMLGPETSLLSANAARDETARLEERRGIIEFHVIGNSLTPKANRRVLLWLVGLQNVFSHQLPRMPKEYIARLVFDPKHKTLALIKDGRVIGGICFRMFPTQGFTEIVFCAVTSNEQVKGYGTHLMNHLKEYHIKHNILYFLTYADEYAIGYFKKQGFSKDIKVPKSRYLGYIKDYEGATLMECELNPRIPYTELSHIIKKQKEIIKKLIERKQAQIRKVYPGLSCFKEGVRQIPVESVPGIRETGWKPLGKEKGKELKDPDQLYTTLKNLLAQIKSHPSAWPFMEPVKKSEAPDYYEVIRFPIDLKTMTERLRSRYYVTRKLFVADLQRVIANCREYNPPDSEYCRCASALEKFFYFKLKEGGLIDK
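Compounds, pin-transferred from DMSO stocks, meet 20nM GCN5L2 for 15 min before the reaction begins with H3(1-25) peptide (75uM) and acetyl-CoA (70uM). Thiol-reactive ThioGlo1 reports CoA release over 20 min at room temperature.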
TDP1 cell noCPT – qHTS for Inhibitors of human tyrosyl-DNA phosphodiesterase 1 (TDP1): qHTS in cells in absence of CPT; hit rate 15% among 420,000; Potency, µM (doses to about 46.2 µM), for the others: top-dose activity change, negative = growth inhibition, actives largely listed as inhibitors; DT40 Tdp1-/- hTDP1 cells, no CPT, ATP luminescence, 48 h; also: nearly all actives have a fitted effect of over 55% in size
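Stably hTDP1-transfected Tdp1-null chicken DT40 cells were treated with library compounds minus camptothecin and grown for at least 48 hr at 37 °C, after which cellular ATP was quantified by luminescence.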
TDP1 inh – inhibitors of human tyrosyl-DNA phosphodiesterase TDP1 | recombinant TDP1, AlphaScreen DNA substrate cleavage | hit rate 0.28% among 350,000 | Q9NUW8 | AID 485290 | Potency, µM (series often up to 130 µM), without a hit: at the top dose activity change, negative = inhibition, actives largely listed as inhibitors; also: nearly all actives have a fitted effect of over 40% in size
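Here, a 5' biotin and 3' phosphotyrosine-FITC DNA oligonucleotide reports Tdp1 activity: intact substrate bridges AlphaScreen beads, while cleavage leaves a 3' phosphate and drops signal. All incubations at room temperature.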
Starred values were filed as active, the others as inactive; ? = inconclusive; . = not tested or not shown; & = joins results of further samples; [ ] = dose if it differs, or a comment. Calls follow the shape of the dose curve; as a rule, active = well fitted curve in the direction sought with a large enough effect; inconclusive = small, poorly fitted or top-dose-only effect, or another doubt; inactive = no such curve, though single readings can be large; an effect the other way counts as inactive or inconclusive. % is scaled to controls: 0 for no effect and ±100 for the full control effect; potency is read from the fitted curve at half-maximal effect.

Sample of the layout (2 entries):
Results follow in this order: KAT2A inh | TDP1 cell noCPT | TDP1 inh
> CC1(C)CC(N2CCN(Cc3ccccc3)CC2)=CC(=[N+]2CCCCC2)C1
  -26% | 0.046µM* | 5%
> COc1ccc(-c2csc(N3C(=O)C4C5c6ccccc6C(c6ccccc65)[C@@H]4C3=O)n2)cc1 (stereo partly specified)
  -13% | -12% | 3%

The list itself, repeating the preview:
Results follow in this order: KAT2A inh | TDP1 cell noCPT | TDP1 inh
> CC1(C)CC(N2CCN(Cc3ccccc3)CC2)=CC(=[N+]2CCCCC2)C1
  -26% | 0.046µM* | 5%
> COc1ccc(-c2csc(N3C(=O)C4C5c6ccccc6C(c6ccccc65)[C@@H]4C3=O)n2)cc1 (stereo partly specified)
  -13% | -12% | 3%
> c1ccc2c(c1)CNC1(CCCCC1)C2
  3% | ? | 2%
> Cc1csc(SC(C)C(=O)Nc2ccc(S(=O)(=O)N3CCCC3)cc2)n1 (stereo unspecified)
  -11% | -27% | 2%
> O=c1[nH]ncc(N2CCN(Cc3ccccc3)CC2)c1Cl
  -4% | -25% | 6%
> CCOC(=O)c1c(C)[nH]c(C(=O)OCC(=O)N2CCCC2=O)c1C
  -2% | -13% | -2%[0.505 µM]
> O=c1[nH]cnc2c1ncn2[C@@H]1C[C@@H](O)[C@H](CO)O1
  -5% | -27% | .
> O=C(NCCS(=O)(=O)NCC1CCCO1)c1ccccc1 (stereo unspecified)
  -3% | -16% | .
> COc1ccc(-c2cccc(C(=O)NCC(=O)O)c2)cc1
  -6%[0.501 µM] | 3% | 4%
> c1ccc2c(c1)ncn2CCCOc1ccc2c(c1)CCC2
  0% | 21µM* | 5%
> CCCc1nc(SCC(=O)Nc2ccccc2OC)c2c(=O)n(C)c(=O)n(C)c2n1
  -2% | 23µM* | -1%
> CC(C)(C)OC(=O)N/N=C\c1ccc([N+](=O)[O-])s1
  -15% | ? | 6%
> CC(CCc1ccccc1)NC(=O)C1CCN(S(=O)(=O)N2CCCCC2)CC1 (stereo unspecified)
  3% | ? | 0%
> N#C/C(=C/c1ccc(Sc2nc3ccccc3[nH]2)o1)c1ccccc1F
  -3% | 16µM* | 2%
> CC(=O)NC1(c2ccccc2)CCN(C(=O)N2CCOCC2)CC1
  0% | -8% | 2%
> N#Cc1ccc(NC(=O)CSc2n[nH]c(=O)n2C2CC2)cc1
  -7% | 7% | 1%
> CCOC(=O)C1CCN(Cc2ccc(OC)cc2OC)CC1
  -2% | -5% | .
> CCc1c(C)nc(Nc2nc(C)c3cc(OC)ccc3n2)[nH]c1=O
  -15% | 21µM* | 1%
> CC(C)CC(C(=O)NC(C)(C)C)N(Cc1cccs1)C(=O)c1snc(C(N)=O)c1N (stereo unspecified)
  -3% | -24% | 0%
> Cn1cnc2c1c(=O)n(Cc1cccc(Br)c1)c(=O)n2C
  ? | ? | 0%
> C=CCC1CCC(=O)N2CCCC12 (stereo unspecified)
  -16%[135 µM] | . | 0%[234 µM]
> COC(=O)c1c(C)[nH]c(O)c1C=Nc1ccc(C(C)C)cc1
  -21% | 18µM* | 4%
> CC(C)(C)c1ccc(/C=C2\SC(=O)N(CCNC(=O)c3cccc(S(=O)(=O)N4CCOCC4)c3)C2=O)cc1
  -1% | 23µM* | 3%
> O=C(NC1CCSc2ccccc21)c1c(F)cccc1Cl (stereo unspecified)
  -2% | -3% | 0%
> COCCCNC(=O)c1cc2cc(S(=O)(=O)N3CCCCC3)ccc2n1C
  -1% | ? | -5%
> CCOC(=O)c1c(C)n(C)c2ccc(OCC(O)CN3C(=O)c4ccccc4S3(=O)=O)cc12 (stereo unspecified)
  0% | 16µM* | -5%
> Cc1cc([N+](=O)[O-])ccc1NC(=O)CCC(=O)N1CCCC1
  -20% | 20% | 4%[56.1 µM]
> CCOC(=O)c1ccc(-n2c(CCC(=O)O)ccc2-c2ccccc2)cc1O
  -3% | -25% | 7%
> Cc1ccc(OCCCCNC2CCCC(C)C2C)c(C)c1 (stereo unspecified)
  -4% | 7.3µM* | -8%
> CCn1c(SCC(=O)Nc2nccs2)nnc1-c1cccnc1
  -18% | 0% | 5%

(more compounds)
Results follow in this order: KAT2A inh | TDP1 cell noCPT | TDP1 inh
> CC(C)(C)c1cc(C(C)(C)C)c2oc(=O)c(-c3nc4ccc(C(=O)O)cc4[nH]3)cc2c1
  ? | ? | .
> O=C(NNC(=O)c1cccs1)c1ccc(Cl)c([N+](=O)[O-])c1
  -2% | 9% | 4%
> CCCCOc1ccc(C(=O)NCC(=O)NC2CCC(C)CC2)cc1 (stereo unspecified)
  -17% | -13% | -3%
> Nc1ccc2oc(-c3cccc4ccccc34)nc2c1
  -3% | -17% | 6%
> Cc1cccc(NC(=O)NC(C)CCc2ccccc2)c1 (stereo unspecified)
  -17% | -17% | -3%
> Cn1cnnc1SCC(=O)Nc1ccc(Cl)c(S(=O)(=O)N2CCOCC2)c1
  -5% | 1% | 0%
> COc1ccc(Cl)cc1NS(=O)(=O)c1cc(Br)cc2c1N(C(=O)C1CC1)CC2
  -3% | ? | 12%
> Cc1cccc(N(C)C(=O)CCS(=O)(=O)c2ccc3c(c2)oc(=O)n3C)c1
  1% | ? | 5%
> CCC1(CC)C(=O)C(C)(C)C(=O)OC1c1cccs1 (stereo unspecified)
  -26% | 21µM* | 7%
> Cc1ccc(S(=O)(=O)N(Cc2cc3cc4c(cc3[nH]c2=O)OCCO4)CC2CCCO2)cc1 (stereo unspecified)
  0% | -18% | -1%
> O=C(COc1ccccc1Br)Nc1ccc(S(=O)(=O)N2CCCC2)cc1
  -3% | ? | 0%
> Cn1c(SCC(=O)N2c3ccccc3Sc3ccccc32)nnc1-c1ccco1
  -17% | -19% | 0%
> Cc1ccccc1-c1ccc(=O)n(CC(=O)Nc2ccc(C(=O)N3CCCC3)cc2)n1
  7% | -6% | 1%
> CC1CCN(S(=O)(=O)c2ccc3c(c2)N(CC(=O)NCCN(C)C)C(=O)CS3)CC1
  -6% | 4% | -1%
> Cc1ccc(NC(=O)c2nn(C34CC5CC(CC(C5)C3)C4)cc2[N+](=O)[O-])cc1
  -2% | ? | -4%
> NS(=O)(=O)c1ccc(NC(=O)CSc2ccc3ccccc3n2)cc1
  3% | ? | 7%&2%
> COc1ccccc1CNC(=O)C(=O)Nc1ccc(C(=O)N2CCC(C)CC2)cc1
  -2% | -11% | .
> CCOc1ncccc1C(=O)Nc1ccc(C)cn1
  -6% | -14% | 3%
> CCn1nnc(NC(=O)Cc2ccc(Cl)cc2)n1
  0% | 2% | 0%
> COc1ccc(CC(=O)NCC2CCCN(Cc3ccc(OC)cc3F)C2)cc1 (stereo unspecified)
  -1% | ? | .
> Cc1ccc(S(=O)(=O)N(C)Cc2ccccc2)cc1C(=O)N1CCCCC1
  -18% | ? | 0%
> CCCn1c(C)cc(C)c(C#N)c1=O
  -7% | 16% | -2%
> CC(C)Cc1cc(C(=O)N2CCC(N3CCC(C(=O)N4CCOCC4)CC3)CC2)n[nH]1
  3% | 1% | 0%
> O=C(CSC(=S)N1CCCC1)c1cc(Br)cc(Br)c1O
  -13% | ? | 2%
> CCOc1ccc(CCNC(=O)C2CCN(c3nnc(-n4cccc4)s3)CC2)cc1OCC
  -1% | -28% | 6%
> C[C@H]1CN=C(N(C)C)N1CCC1CCCC1
  -5% | ? | 1%
> Cn1c(-c2cccc(F)c2)nc2c1c(=O)[nH]c(=O)n2Cc1ccccc1
  -3% | -26% | 2%
> CCSc1nc(O)cc(=O)[nH]1
  -19% | 5% | -4%
> CC(Sc1nnc(Cc2cccs2)n1C1CCCCC1)C(=O)NCc1ccco1 (stereo unspecified)
  0% | 15µM* | -4%
> CCCCN(CC)CCNc1c(N2CCN(C(=O)OCC)CC2)c(=O)c1=O
  -5% | -19% | 4%

Rewritten in markdown: four of the compounds above
| SMILES | KAT2A inh | TDP1 cell noCPT | TDP1 inh |
| --- | --- | --- | --- |
| Cc1cccc(N(C)C(=O)CCS(=O)(=O)c2ccc3c(c2)oc(=O)n3C)c1 | 1% | ? | 5% |
| Cn1cnnc1SCC(=O)Nc1ccc(Cl)c(S(=O)(=O)N2CCOCC2)c1 | -5% | 1% | 0% |
| O=C(NNC(=O)c1cccs1)c1ccc(Cl)c([N+](=O)[O-])c1 | -2% | 9% | 4% |
| CCOc1ncccc1C(=O)Nc1ccc(C)cn1 | -6% | -14% | 3% |

Next part
Results follow in this order: KAT2A inh | TDP1 cell noCPT | TDP1 inh
> Cc1ccc(CNC(=O)C2CCC(CNc3nc(=S)[nH]c4ccccc34)CC2)cc1 (stereo unspecified)
  -2% | ? | 5%
> CCOC(=O)c1cccc(NC(=O)CCn2nnc3ccccc32)c1
  -5% | -15% | 5%
> Cc1ccc(-n2c(=O)c3c(cnn3C)n(Cc3ccc(Cl)cc3)c2=O)cc1
  -6% | ? | 9%
> CC(C)Cc1nc2sc3c(=O)[nH]cnc3c2c2c1CCCC2
  14% | -7% | -3%
> Cc1ccccc1NC(=S)NNC(=O)c1ccoc1C
  3% | -10% | 2%
> CCOC(=S)NC(=O)c1sc2ccccc2c1Cl
  -2% | ? | 4%
> COc1ccc(-n2c(COc3ccc4c(c3)OCO4)nnc2SCC(=O)O)cc1
  -1% | ? | -8%
> C=CCn1c(SCC(=O)Nc2cccnc2Cl)nnc1-c1ccc(Cl)cc1
  2% | ? | 3%
> O=C(CSc1ccc2c(c1)OCCO2)Nc1ccc(Br)cn1
  -3% | -22% | 1%
> Cc1cccc(N2CCN(C(=O)c3c(C)oc4nc(C)nc(N5CCCC5)c34)CC2C)c1 (stereo unspecified)
  -12% | ? | -4%
> COc1ccc(OC)c2c1sc(=NC(=O)C(C)(C)C)n2C
  -7% | ? | 2%
> O=C1CSC2(C(=O)N3CCCc4cccc2c43)N1c1cccc(C(F)(F)F)c1 (stereo unspecified)
  -5% | ? | 3%
> CCOc1ccc(Br)cc1C(=O)N/N=C/c1c[nH]c2ccccc12
  25% | ? | .
> N#Cc1ccc(NC(=O)COC(=O)CNC(=O)C2CCCCC2)cc1
  -11% | -21% | 2%
> CCn1c(SCC(=O)Nc2c(C)cccc2C)nnc1-c1nonc1NC(C)=O
  4% | -20% | 2%
> CC(=O)N1N=C(c2cccc([N+](=O)[O-])c2)OC1c1ccc(Cl)cc1Cl (stereo unspecified)
  -11% | ? | 8%
> O=C(O)c1ccc2c(c1)C(=O)N([C@H](Cc1ccc3ccccc3c1)C(=O)O)C2=O
  -6% | . | 4%
> CC(OC(=O)CNC(=O)C12CC3CC(CC(C3)C1)C2)C(=O)Nc1ccc(S(N)(=O)=O)cc1 (stereo unspecified)
  -4% | -25% | -1%
> C=CCN1C(=O)CS/C1=N\S(=O)(=O)c1ccc(Cl)cc1
  12% | ? | 1%
> CC(=O)C1=C(O)C(=O)N(C)C1c1ccccc1F (stereo unspecified)
  -3% | -16% | -3%
> C#CCN(Cc1ccccc1)S(=O)(=O)C=C
  1% | ? | -1%
> N=c1c2c(-c3ccccc3)c(-c3ccccc3)n(Cc3ccco3)c2ncn1CCCO
  -4% | 23µM* | 3%
> Nc1ncnc2c1ncn2[C@@H]1O[C@H](CNCc2c(OCc3ccccc3F)ccc3ccccc23)[C@@H](O)[C@H]1O
  0% | ? | 2%
> CCOc1ccc(NS(=O)(=O)c2ccc(C(=O)NCCN3CCOCC3)cc2)cc1
  -2% | -7% | 7%
> Cc1ccc(C(c2nnnn2CC2CCCO2)N2CCN(c3cccc(C)c3C)CC2)cc1 (stereo unspecified)
  -13% | 23µM* | 2%
> Cc1ccc(Cl)cc1NC(=O)C(C)n1nnc2sc(-c3ccccc3)cc2c1=O (stereo unspecified)
  32µM* | -18% | 2%
> Cc1cccc(CN2C(=O)c3ccccc3Sc3ccc(C(=O)NC4CCCCC4)cc32)c1
  1% | ? | 8%
> O=C(OC1CCOC1=O)c1ccc(Cl)c(S(=O)(=O)N2CCOCC2)c1 (stereo unspecified)
  0% | 5% | 28µM*
> Cc1ccc(NC(=O)c2ccc(C(C)(C)C)cc2)cc1-n1cnnn1
  0% | 29µM* | -3%
> CCN(CC)c1ccc(NC(=O)Cn2nc(C)n3cccc3c2=O)c(C)c1
  -6% | 18µM* | -3%

The list goes on.
Results follow in this order: KAT2A inh | TDP1 cell noCPT | TDP1 inh
> CCOC(=O)C1CCN(C(=O)CSc2n[nH]c(-c3ccccc3)n2)CC1
  -3% | ? | 3%
> COc1ccccc1C1(O)C(=O)Nc2ccccc21 (stereo unspecified)
  19% | -5% | .
> CCOC(=O)c1sc(NC(=O)Nc2cccc(Cl)c2)cc1C
  -7% | 9.2µM* | -4%
> COc1ccc(-c2[nH]c(-c3ccc(Cl)cc3)nc2SCC(=O)NCC2CCCO2)cc1 (stereo unspecified)
  -9% | 7.3µM* | 8%
> O=C(N/N=C\c1ccc([N+](=O)[O-])o1)C1COc2ccccc2O1 (stereo unspecified)
  -3% | 6.5µM* | 0%

The list is partial. The share of hits here may be higher or lower than overall.
